Assay outcomes (PubChem BioAssay)
NPY Y1 blocker: NPY-Y1 (human) receptor antagonism; AID 1040; HEK293-CNG Y1 cells, membrane potential fluorescence; NPY at EC95, then isoproterenol; P25929; inhibition, % at 3.6 µM; hit rate 1% among 200,000;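 active means inhibition above the campaign mean inhibition of all tested compounds plus 3 SD, cut at about 20% in these data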;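 further: 0% = DMSO wells given NPY plus isoproterenol and 100% = isoproterenol alone without NPY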
Target sequence (P25929 whole entry, looked up): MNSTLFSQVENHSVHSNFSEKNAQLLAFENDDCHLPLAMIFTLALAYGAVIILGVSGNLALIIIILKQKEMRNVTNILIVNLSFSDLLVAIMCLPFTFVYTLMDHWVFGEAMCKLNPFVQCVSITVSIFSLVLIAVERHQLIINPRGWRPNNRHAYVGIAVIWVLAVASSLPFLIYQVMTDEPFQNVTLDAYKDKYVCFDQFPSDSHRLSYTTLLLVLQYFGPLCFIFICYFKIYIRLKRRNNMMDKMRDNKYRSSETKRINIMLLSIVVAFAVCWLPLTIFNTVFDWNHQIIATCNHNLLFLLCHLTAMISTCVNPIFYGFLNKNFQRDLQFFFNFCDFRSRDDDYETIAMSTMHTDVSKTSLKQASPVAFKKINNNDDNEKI
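Benchmarks – high control isoproterenol alone, low control NPY with isoproterenol · Material – HEK293 Y1/CNG channel cell line · Times – dye 3 h, compound 60 min room temperature, stimulation 45 min · Probe or stimulus – NPY (25 nM), isoproterenol (1 µM), Ro 20-1724 (25 µM) · Evaluation – % inhibition of NPY effect · Signal – fluorescence, membrane potential probe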
NPY-Y1 PAM-ag: potentiators or agonists of human neuropeptide Y receptor Y1; NPY-Y1 expressing cells, potentiator/agonist activation; activation, % at 3.6 µM; hit rate 0.37% among 220,000; AID 1304; in the data active means activation above about 33%, passing the limit was not always enough;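 further: cells stimulated with NPY at EC10 then isoproterenol at EC100; 0% = low agonist plus stimulus and 100% = saturating agonist plus stimulus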
S1P4 antag: human S1P4 receptor antagonism | inhibition, % at 4.98 µM | hit rate 0.26% among 220,000 | S1P4-expressing cells, antagonist mode, reporter read-out | O95977; in the data active means inhibition above about 29%;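 further: 0% = wells stimulated with agonist and 100% = vehicle wells without agonist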
Target sequence (O95977 whole entry, looked up): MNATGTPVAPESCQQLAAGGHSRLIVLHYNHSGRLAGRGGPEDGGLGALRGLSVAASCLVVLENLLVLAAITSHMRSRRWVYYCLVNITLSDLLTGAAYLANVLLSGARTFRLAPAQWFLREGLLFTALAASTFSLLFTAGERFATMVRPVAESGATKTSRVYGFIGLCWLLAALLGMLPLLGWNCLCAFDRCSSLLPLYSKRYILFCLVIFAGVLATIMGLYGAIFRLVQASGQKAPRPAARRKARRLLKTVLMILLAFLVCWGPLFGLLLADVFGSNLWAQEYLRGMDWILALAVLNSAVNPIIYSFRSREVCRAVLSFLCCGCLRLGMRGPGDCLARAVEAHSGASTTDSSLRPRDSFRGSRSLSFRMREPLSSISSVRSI
S1P4 agonist: human S1P4 receptor agonism; S1P4-expressing cell line, agonist reporter assay; activation, % at 4.98 µM; hit rate 0.35% among 220,000; in the data active means activation above about 11%;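 further: 0% = DMSO vehicle and 100% = reference agonist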
p97 ATPase inh: blocks human p97 ATPase activity | P55072 | recombinant p97 ATPase, Kinase-Glo ATP luminescence, 3 h | inhibition, % at 8 µM | hit rate 0.42% among 220,000 | AID 1481; in the data active means inhibition above about 15%;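 further: 0% = DMSO vehicle and 100% = wells lacking enzyme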
EP2 antag: EP2 receptor (human) inhibition | inhibition, % at 25 µM | C6 glioma cells expressing human EP2, cAMP TR-FRET; cells stimulated with saturating PGE2 | P43116 | hit rate 0.52% among 260,000;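 active means percent inhibition above 40 after rounding to a whole number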;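 further: rat C6 glioma host cells with rolipram phosphodiesterase inhibitor present; the protocol text gives 20 µM as final concentration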
EP2 modulator: modulators of human EP2 prostaglandin E2 receptor | hit rate 0.83% among 260,000 | induction, % at 25 µM | EP2-expressing cells, cAMP HTRF FRET, PGE2 co-stimulation | AID 940;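 active means compounds whose cAMP rise, as percent of the full-agonist control response, exceeds 60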;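 further: rat C6 glioma line stably carrying human EP2 under a CMV promoter; the protocol text gives 20 µM as final concentration; 100% = response of wells given 1 µM PGE2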
eIF4E-4G inh: eIF4E/eIF4G interaction inhibition in translation initiation. TR-FRET eIF4E-eIF4GI(517-606) binding, 2 h. inhibition, % at 21.7 µM. hit rate 0.37% among 220,000;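 active means inhibition above about 30%, limit read from the data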;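 further: 0% = full FRET control wells and 100% = background wells lacking eIF4GI fragment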
NPY2 pot ag: potentiates or activates human NPY-Y2 receptor; cells expressing NPY-Y2, potentiator/agonist read-out; activation, % at 3.6 µM; hit rate 0.45% among 220,000; AID 1359; in the data active means activation above about 27%;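 further: cells stimulated with NPY near EC25 plus isoproterenol at EC100; 0% = vehicle plus submaximal agonist and 100% = vehicle plus saturating agonist; some results beyond the cut were filed as inactive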
Active calls of the source: *; x = not tested or not shown; & = joins results of further samples; [ ] = another dose, or the depositor's remark.

#	compound	NPY Y1 blocker	NPY-Y1 PAM-ag	S1P4 antag	S1P4 agonist	p97 ATPase inh	EP2 antag	EP2 modulator	eIF4E-4G inh	NPY2 pot ag
1	COc1ccc(CCC(=O)NCc2cn3ccccc3n2)cc1	x	-6	-9	-0.6	1	6	-3	-8	-2
2	c1ccc(-n2nnc3ccccc32)nc1	10	10	0	0.6	1	7	7	-2	-10
3	CSc1nnc(Cc2cc(=O)[nH]c(=O)[nH]2)n1-c1cccc(C)c1	1	11	1	1.1	5	10	20	-5	-2
4	COc1cccc(CC(NC(C)=O)C(=O)NC2CCN(c3nc(C)cc(C)c3C#N)CC2)c1 (stereo unspecified)	-3	-16	0	0.2	1	9	10	-2	2
5	Cc1c(CNC2CCC(C)CC2)c(C(=O)O)c(C)n1Cc1ccccc1 (stereo unspecified)	8	4	-26	2.9	2	5	24	3	0
6	O=C(O)C1CC=CCC1C(=O)Nc1ccc2c(c1)OCCO2 (stereo unspecified)	2	5	1	2.0	2	14	23	-1	20
7	Cc1ccc(NC(=O)CN(C)S(=O)(=O)c2cccs2)cc1F	4	15	-12	0.7	3	25	-27	-3	5
8	CCOc1ccc(C2C(C(=O)c3ccco3)=C(O)C(=O)N2Cc2cccnc2)cc1 (stereo unspecified)	0	-12	-32	1.1	-4	8	24	-1[fluorescence artefact?]	0
9	c1ccc(CSc2ncn[nH]2)nc1	7	-3	-18	-0.2	1	5	10	1	-14
10	CC1(C)N([O-])C(c2cccs2)=C[N+]1=O	-3	-6	-19	-0.1	0	5	2	-15	-13
11	O=C(NCCc1nc2ccccc2[nH]1)c1cccc(Br)c1	7	-30	-9	2.8	-4	7	-21	0	-33
12	N#CC(C(=O)c1ccco1)c1ccccn1 (stereo unspecified)	1	6	0	2.2	6	5	9	4	0
13	Cc1nc2ccc(F)cc2cc1C(=O)Nc1cccc(Cl)c1C	3	-4	-13	1.1	10	12	8	21	9
14	Cc1cc(Cl)ccc1NNC(=O)c1cccs1	x	33	15	-1.4	11	14	-16	3	4
15	CCOC(=O)c1c(C)oc2ccc(OCC(=O)C(C)(C)C)cc12	10	-64	5	0.6	-3	14	9	-1	-19

(further entries)
#	compound	NPY Y1 blocker	NPY-Y1 PAM-ag	S1P4 antag	S1P4 agonist	p97 ATPase inh	EP2 antag	EP2 modulator	eIF4E-4G inh	NPY2 pot ag
16	CC(C)NC(=O)CSc1nnc(-c2ccc(S(=O)(=O)N3CCCC3)cc2)n1CC1CCCO1 (stereo unspecified)	16	3	-8	2.6	4	16	0	-2[fluorescence artefact?]	12
17	Cn1ccnc1SCC(=O)NC1CC1	2	-16	-7	0.7	2	7	11	-3	-5
18	CCOC(=O)C(NC(=O)c1cccnc1)(Nc1cccc(C)n1)C(F)(F)F (stereo unspecified)	0	17	-14	2.8	11	13	8	1[fluorescence artefact?]	12
19	Cc1cc(C(=O)N/N=C/c2ccccc2[N+](=O)[O-])c(C)o1	-3	5	10	1.1	-1	2	-30	3	2
20	COc1ccc(C(=O)NCC(=O)OCC(=O)NCc2cccs2)cc1	-2	-1	-14	0.6	1	3	14	-2	-4
21	CCCCN1C(=O)CC(Nc2ccc(CC)cc2)C1=O (stereo unspecified)	7	-22	-10	-0.4	2	-2	18	5[fluorescence artefact?]	-2
22	O=C(COC(=O)CNS(=O)(=O)/C=C/c1ccccc1)Nc1cc(S(=O)(=O)N2CCCCC2)ccc1Cl	-1	16	4	-1.4	-1	7	-4	2	-10
23	COc1ccccc1CNC(=O)Cc1ccc(C)cc1	9	0	1	0.9	1	4	30	-1	13
24	Nc1nc(SCC(=O)O)[nH]c(=O)c1NC(=O)c1ccccc1F	4	-7	-55	1.1	-3	0	4	0	-23
25	Cc1ccc(NC(=O)CSC2=Nc3ccccc3C3CC=NN23)c(C)c1 (stereo unspecified)	0	5	-23	0.6	2	8	18	3	-7
26	CCOC(=O)c1sc(-c2ccc(F)cc2)cc1N	-1	-1	11	-3.4	-3	8	28	7[fluorescence artefact?]	-2
27	COc1ccc(N2C(=O)CSC23C(=O)N2CCCc4cccc3c42)cc1 (stereo unspecified)	0	-14	1	0.9	-4	8	-9	-1	-15
28	C[C@@H]1C=C(C(=O)N2CCOCC2)O[C@H](OCc2ccc(CO)cc2)C1	0	3	9	-2.5	2	20	9	1	-3
29	Cc1ccc(C2NC(=S)NC3=C2C(=O)CC(C)(C)C3)cc1 (stereo unspecified)	0	6	-6	-0.6	1	9	26	-1[fluorescence artefact?]	2
30	O=C(CN1CCc2ccccc21)Nc1ccc2c(c1)OCO2	-3	16	14	-1.9	8	x	-9	-25	-8

Carrying on:
#	compound	NPY Y1 blocker	NPY-Y1 PAM-ag	S1P4 antag	S1P4 agonist	p97 ATPase inh	EP2 antag	EP2 modulator	eIF4E-4G inh	NPY2 pot ag
31	O=C(COc1ccccc1Cl)Nc1cc(Cl)ccc1Oc1ccccc1	-1	16	-17	2.5	1	12	46	5	-4
32	COc1cc(C(=O)OCC#N)ccc1OCc1c(C)noc1C	x	17	-1	-0.6	4	7	11	8	-6
33	Cc1c(CN(C)C(=O)c2sc3cc(Cl)ccc3c2Cl)cnn1C	-3	3	-13	1.1	-8	30	-36	2[fluorescence artefact?]	5
34	CCOC(=O)c1cc(NC(=O)C2CCCO2)cc(C(=O)OCC)c1 (stereo unspecified)	1	-28	2	-2.3	2	11	10	-3	-1
35	O=[N+]([O-])c1ccc(N/N=C/c2c[nH]c3ccccc23)cc1	-20	55*	37*	-3.1	-2	25	-15	4	48*
36	COc1cc2c(cc1OC)C1(CCCC1)C(N)=C2C#N	2	-3	-1	0.8	-4	10	14	-4	11
37	CC(C)CCn1c(N2CCC(C(N)=O)CC2)nc2c1c(=O)[nH]c(=O)n2C	2	13	7	0.8	0	11	24	0	18
38	CCOC(=O)C1CCCN(CCCc2ccccc2)C1 (stereo unspecified)	2&2	-2&-26	3&-9	-3.0&0.5	-1&0	9&4	-6&-7	3&2	-16&-8
39	O=C(CCCCCCC(=O)c1ccccc1)c1ccccc1	3	-4	-12	-1.0	2	10	15	3	-14
40	COc1ccc(C2Nc3cccc4cccc(c34)N2)cc1	4	-16	13	-0.1	5	6	-5	3	-18
41	O=C(c1ccccc1)N1CCN(Cc2ccccc2Br)CC1	0	-19	4	1.5	-10	13	11	9	-11
42	COc1ccc(Cl)cc1C(=O)O/N=C(\N)c1ccncc1	x	5	4	-1.6	0	7	17	1	-11
43	CCC(C)NC(=O)C(CCSC)NC(=O)c1ccccc1 (stereo unspecified)	0	9	-3	-1.0	3	15	24	-2	-3
44	COc1ccccc1/C=C/C(=O)NNC(=O)c1cccs1	-2	14	-6	-3.2	2	6	-26	0	1
45	Cn1c(N)c(C(=O)COC(=O)CCC(=O)c2ccc(F)cc2)c(=O)n(C)c1=O	1	-2	-1	-1.4	4	2	-6	4	-3

S1P4 antag, what is marked active above.
| no. | smiles | NPY Y1 blocker | NPY-Y1 PAM-ag | S1P4 antag | S1P4 agonist | p97 ATPase inh | EP2 modulator | eIF4E-4G inh | NPY2 pot ag |
| --- | --- | --- | --- | --- | --- | --- | --- | --- | --- |
| 35 | O=[N+]([O-])c1ccc(N/N=C/c2c[nH]c3ccccc23)cc1 | -20 | 55* | 37* | -3.1 | -2 | -15 | 4 | 48* |

Carrying on.
#	compound	NPY Y1 blocker	NPY-Y1 PAM-ag	S1P4 antag	S1P4 agonist	p97 ATPase inh	EP2 antag	EP2 modulator	eIF4E-4G inh	NPY2 pot ag
46	Cc1ccc2nc(-c3ccccn3)cc(C(=O)Nc3ccc(S(=O)(=O)N4CCOCC4)cc3)c2c1	4	-13	-5	0.7	4	6	-38	3	-9
47	COC(=O)c1ccc(Oc2ccc(C(F)(F)F)cn2)cc1	-1	-19	-1	0.6	-7	4	36	1	-1
48	Cc1nc(/C=C\C(=O)O)c2cc(C)oc2n1	7	-9	-2	-0.1	4	9	34	-3	-9
49	O=C1CCSc2ccc(Cl)cc2N1Cc1cccc(Cl)c1	4	-9	-13	0.0	-11	11	-22	5	-1
50	CC(=O)NC1C(=O)N=C(SC(C)C(=O)Nc2cccc(Cl)c2)NC1=O (stereo unspecified)	7	15	-8	1.9	2	9	19	-4	-5
51	COc1cc(OC)cc(C(=O)N[C@H](C(=O)Nc2nc(-c3ccc(F)c(F)c3)cs2)C(C)C)c1	-2	0	9	0.4	-2	4	-26	-2	-14
52	CCOC(=O)C(=NC(C)CC)NNc1cccc(C(F)(F)F)c1 (stereo unspecified)	3	-14	-3	-1.5	-8	5	18	-2	-5
53	COc1ccc(N2C(=O)CCC(C(=O)N(C)CCc3ccccn3)C2c2ccc(OC)c(OC)c2)cc1 (stereo unspecified)	1	-2	-8	3.5	5	6	27	-1	-2
54	N#CCC(=O)NCC1(c2ccccc2)CCCC1	0	-26	6	-1.0	7	19	0	0[fluorescence artefact?]	-8
55	Cc1cc(NC(=O)C2CC(c3cccc(Br)c3)=NO2)no1 (stereo unspecified)	6	1	3	-0.2	2	8	5	-3	1
56	CCn1nc(C)c(C(=O)Nc2cc(Oc3cc(C)cc(C)c3)cc([N+](=O)[O-])c2)c1C	7	-12	2	-4.3	-4	6	-13	4[fluorescence artefact?]	12
57	COc1ccc(NC(=O)Cc2ccc(-c3ccccc3)cc2)cn1	8	-11	-7	1.0	4	7	-23	-3	-9
58	COc1ccc(NC(=O)CN2CCOCC2)cc1	5	-5	-14	-0.9	3	6	21	-2	-15
59	Cn1ncc2c(NCc3ccccc3)ncnc21	-7	10&10	-18&-21	3.2&1.2	-2&-1	10&7	21&7	0&-1	4&9

Complete entries from above. Order of screens: NPY Y1 blocker | NPY-Y1 PAM-ag | S1P4 antag | S1P4 agonist | p97 ATPase inh | EP2 antag | EP2 modulator | eIF4E-4G inh | NPY2 pot ag
`CCn1nc(C)c(C(=O)Nc2cc(Oc3cc(C)cc(C)c3)cc([N+](=O)[O-])c2)c1C` is listed as 7 | -12 | 2 | -4.3 | -4 | 6 | -13 | 4[fluorescence artefact?] | 12
`c1ccc(CSc2ncn[nH]2)nc1` is listed as 7 | -3 | -18 | -0.2 | 1 | 5 | 10 | 1 | -14
`CCC(C)NC(=O)C(CCSC)NC(=O)c1ccccc1` (stereo unspecified) is listed as 0 | 9 | -3 | -1.0 | 3 | 15 | 24 | -2 | -3
`COc1ccc(Cl)cc1C(=O)O/N=C(\N)c1ccncc1` is listed as x | 5 | 4 | -1.6 | 0 | 7 | 17 | 1 | -11

Some of the compounds tested. The share of hits here may be higher or lower than overall.
